Assay outcomes: PubChem, several laboratories
KKLEB tox: CF airway cell cytotoxicity counter-screen. AID 602141. activity change (cytotoxicity), % at 5 µM. KKLEB CF airway cells viability, ATPlite luminescence, overnight; hits give low values; cells stimulated with P. aeruginosa culture filtrate. hit rate 0.36% among 360,000;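 active means corrected activity change at or below -50% at 5 µM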
C8 TRAIL sens: caspase-8 TRAIL sensitization; NB7+C8 cells + TRAIL, ATPlite viability luminescence; inhibition (viability loss, TRAIL sensitization), % at 10 µM; hit rate 1% among 360,000; AID 624354;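 active means compounds causing at least 50% loss of cell viability in the single-dose screen, relative to plate controls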
Shn3 inh set2: Schnurri-3 reporter inhibition in Clone20 osteoblasts. inhibition, % at 12.5 µM. hit rate 0.52% among 360,000. Clone20 osteoblast Shn3 3'UTR firefly luciferase, 24 h;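 active means mean inhibition of at least 75% with every replicate also reaching 75%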;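 further: 0% = median of neutral control wells and 100% = pilot-screen positive control compound; some compounds past the cut are filed as inactive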
TRPM1 prom inh: inhibitors of MITF-driven TRPM1 promoter in melanoma cells | SK-MEL-5 TRPM1 promoter luciferase, 24 h | AID 488899 | hit rate 0.83% among 330,000 | inhibition, % at 12.5 µM;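 active means mean inhibition across replicates of 60% or more, whatever share of single replicates reaches that level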; further: values of inactives mirror those of a sister screen read the other way
Peg3 prom inh: reduces Peg3 promoter-driven luciferase expression in HeLa. HeLa PEG-Prom luciferase reporter, luminescence, overnight. inhibition, % at 20 µM. hit rate 1.7% among 360,000;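 active means inhibition of at least 50% at 20 µM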
CF NFkB inh: inhibitors of cystic fibrosis induced NF-kB. KKLEB NF-kB-GFP reporter, PAF-induced, GFP fluorescence overnight. inhibition, % at 5 µM. hit rate 0.86% among 360,000;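 active means at least 50% inhibition at 5 µM, scaled per plate between neutral and stimulator controls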;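 further: PAF is a Pseudomonas aeruginosa culture filtrate used as stimulus; plate controls were PAF-stimulated DMSO wells for no effect and unstimulated DMSO wells for full effect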
TROY signal inh: TROY signaling inhibition; inhibition, % at 10 µM; hit rate 0.98% among 360,000; Q293 LMP1-TROYcd NF-kB luciferase reporter, 4 h;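 active means compounds whose plate-normalised and pattern-corrected inhibition of the luciferase reporter signal at the single screening dose is 50% or more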
TWEAK Fn14 block: inhibitors of TWEAK-Fn14 interaction signaling; TWEAK-stimulated Fn14 reporter cells, luciferase luminescence, 8 h; inhibition, % at 10 µM; hit rate 2% among 360,000; AID 1159606; in the data active means inhibition above about 50%
NR2E3 ag-1: activates human photoreceptor nuclear receptor NR2E3; AID 2300; Q9Y5X4; GST-NR2E3/biotin-RetCOR TR-FRET, 1536-well; hit rate 0.12% among 320,000; inhibition of corepressor binding, % at 4.78 µM;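 active means percent inhibition above the cutoff of mean plus 3 SD of all tested compounds, set per screening campaign, cut at about 20% in these data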;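 further: 0% = DMSO wells and 100% = biotin wells as full block of FRET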
Target sequence (Q9Y5X4 whole entry, looked up): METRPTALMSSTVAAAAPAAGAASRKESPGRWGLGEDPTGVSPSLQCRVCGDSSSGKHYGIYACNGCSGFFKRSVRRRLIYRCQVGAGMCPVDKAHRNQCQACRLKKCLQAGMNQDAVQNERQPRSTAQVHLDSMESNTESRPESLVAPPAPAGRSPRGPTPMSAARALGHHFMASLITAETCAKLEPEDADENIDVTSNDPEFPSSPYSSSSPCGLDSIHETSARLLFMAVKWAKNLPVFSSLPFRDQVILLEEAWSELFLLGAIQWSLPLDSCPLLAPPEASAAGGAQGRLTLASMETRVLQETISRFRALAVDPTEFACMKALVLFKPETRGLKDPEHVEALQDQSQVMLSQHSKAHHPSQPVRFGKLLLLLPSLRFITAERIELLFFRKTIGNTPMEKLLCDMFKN
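system = GST-tagged NR2E3 plus biotinylated RetCOR corepressor | input = 1.35 nM GST-NR2E3 | also added = 7 nM biotin-RetCOR | schedule = 5 h incubation at 4 °C | measured by = TR-FRET with europium anti-GST and streptavidin-D2, 340 nm excitation | read-out = percent loss of FRET ratio relative to control wells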
NR2E3 ag-2: human photoreceptor-specific nuclear receptor agonism; Q9Y5X4; CHO-S Gal4-NCOR/VP16-NR2E3 two-hybrid, luciferase; inhibition of corepressor binding, % at 3.98 µM; hit rate 0.35% among 360,000; AID 602229;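 active means inhibition above the mean of all tested compounds plus 3 SD, cut at about 70% in these data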;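 further: 0% = DMSO with NR2E3 transfected cells and 100% = cells lacking NR2E3 construct; higher means lower luciferase signal from less NR2E3 corepressor binding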
HIF-2a block: blocks HIF-2a reporter activity | 786-0 RCC cells HIF-2a reporter, luciferase luminescence, overnight | inhibition, % at 18.8 µM | hit rate 0.72% among 360,000 | AID 624352;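 active means inhibition of the luminescence signal of 40% or more relative to plate controls, in a single-dose primary screen at 18.75 µM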
Active calls of the source: *; . = not tested or not shown.

entry	SMILES	KKLEB tox	C8 TRAIL sens	Shn3 inh set2	TRPM1 prom inh	Peg3 prom inh	CF NFkB inh
1	O=C(COC(=O)c1ccccn1)NCc1cccc(Cl)c1	-14	-6	-28	2	0	13
2	Cc1cc(C(O)c2ncc(-c3ccc(Cl)cc3)[nH]2)ccc1F (stereo unspecified)	-3	-10	1	.	6	1
3	COc1ccc(OC)c(S(=O)(=O)N/N=C(/C)c2c[nH]c3ccccc23)c1	-2	8	5	0	22	-10
4	CCOC(=O)[C@]12CCC=C1N(Cc1cccc3ccccc13)C(=O)[C@H](CC(=O)N1CCC(c3ccccc3)CC1)C2	.	-13	.	.	.	.
5	CCOc1ccc(C(=O)NC(C)(C)CC)cc1	2	0	-22	-6	-41	-14
6	O=C(COc1cccc2ccccc12)N1CCN(c2ccccn2)CC1	4	7	-2	-11	-18	-3
7	O=C(CSc1nc2ccccc2s1)NC(=O)NCc1ccco1	10	6	-1	18	0	8
8	Cc1c(C(=O)CN2CCSCC2)c2ccccc2n1C	2	0	4	11	-12	-4
9	COC(=O)c1ccc2nc(NC(=O)CN3C(=O)CCC3=O)sc2c1	0	-1	-9	4	2	13
10	COc1ccc(C(CNC(=O)Nc2cccc(C)c2)N2CCN(C)CC2)cc1 (stereo unspecified)	-6	-13	2	2	0	-7
11	Cc1cc(CN(C)C(=O)CC2C(=O)NCCN2Cc2c(F)cccc2Cl)n[nH]1 (stereo unspecified)	5	-9	-6	2	10	6
12	COc1cccc(CC(=O)N2CCC(CCC(=O)Nc3cccc(OC)c3)CC2)c1	-7	-7	-20	-8	-14	6

entry	TROY signal inh	TWEAK Fn14 block	NR2E3 ag-1	NR2E3 ag-2	HIF-2a block
1	14	-12	.	-20	5
2	-6	-8	.	-16	-16
3	-10	-6	.	-3	16
4	0	2	.	12	18
5	11	-5	-2	-15	-35
6	-19	-6	1	12	-47
7	17	1	0	-26	-21
8	-7	17	2	-17	16
9	-33	-1	2	-38	-15
10	-24	9	1	-41	-7
11	2	1	-1	-33	1
12	2	7	-2	-41	-18

Following part:
entry	SMILES	KKLEB tox	C8 TRAIL sens	Shn3 inh set2	TRPM1 prom inh	Peg3 prom inh	CF NFkB inh
13	C=C(C)C1CC=C(C)/C(=N/NC(=O)CCCNc2cccc(C)c2)C1 (stereo unspecified)	1	5	16	6	17	2
14	O=C(CSc1ccccc1F)NC(=O)c1ccc(Cl)cc1	-1	-1	5	-2	-1	11
15	COc1cc(OC)cc(-c2nc3ccccc3c(=O)n2NC(=O)c2cccnc2Cl)c1	0	-7	-1	-2	9	1
16	Cc1nc2c(C(=O)Nc3ccc(N4CCCC(O)C4)cc3)snc2c(=O)[nH]1 (stereo unspecified)	-8	20	.	-7	-39	-33
17	O=C(Nc1ccccc1)c1cccc(S(=O)(=O)Nc2ccccn2)c1	-7	-1	-7	-10	2	5
18	c1ccc(CSc2nnc(Cc3ccccc3)o2)cc1	10	-2	-26	-71	-215	5
19	CC(C)CNC(=O)C1(C)CCCCCN1C(=O)c1cc(C#N)cs1 (stereo unspecified)	-5	-5	2	.	4	-2
20	CCC(NC(=O)CCC(=O)N1CCN(S(=O)(=O)c2ccc(C)cc2)CC1)c1ccc(C)cc1 (stereo unspecified)	8	-15	29	.	-10	6
21	COc1ccc(N2C3=[N+](CC2(C)O)c2ccccc2CC3)cc1 (stereo unspecified)	-2	2	0	8	-13	-3
22	O=C1[C@H]2[C@@H](c3ccc(F)cc3)N3C(=O)N(c4ccccc4)C(=O)[C@@]3(Cc3ccccc3)[C@H]2C(=O)N1C1CCCCC1	2	16	83	-4	-3	-18
23	COC(=O)C(Cc1ccc(OC(=O)c2ccccc2C)cc1)N1Cc2ccccc2C1=O (stereo unspecified)	-1	-2	3	-3	-73	3
24	Cc1ccc(Cn2nnc3c(=O)n(CC(=O)c4ccccc4)cnc32)cc1	16	4	20	-22	-2	-15

entry	TROY signal inh	TWEAK Fn14 block	NR2E3 ag-1	NR2E3 ag-2	HIF-2a block
13	6	-17	2	-8	8
14	-40	23	.	-12	6
15	6	-4	3	-51	14
16	-7	-64	0	-6	-18
17	14	7	-5	-21	4
18	-45	-10	-1	-73	-218
19	-9	3	.	-11	0
20	15	6	-3	18	2
21	-21	-28	2	-7	-10
22	-13	34	1	-26	-7
23	-9	-3	2	-35	-138
24	-15	-2	-3	1	-2

(list continues)
entry	SMILES	KKLEB tox	C8 TRAIL sens	Shn3 inh set2	TRPM1 prom inh	Peg3 prom inh	CF NFkB inh
25	CC1(C)CC(=O)C=C(Nc2ccccn2)C1	-7	9	10	-6	-68	-6
26	Cc1c(F)cccc1NS(=O)(=O)c1ccccc1C#N	-2	20	11	0	-8	2
27	CC(C)CC(NC(=O)C(Cc1ccc(OCc2ccccc2)cc1)NC(=O)OC(C)(C)C)C(N)=O (stereo unspecified)	-1	1	-1	3	-3	3
28	CCOC(=O)C(C(=O)Nc1cccc(C)n1)C1CCCCC1 (stereo unspecified)	8	2	15	-12	-8	-6
29	Cc1cc(C)nc(N/C(=N/S(=O)(=O)Cc2ccccc2)Nc2ccccc2)n1	-5	-17	5	-8	11	10
30	CN(C)c1ccc(/C=N/NC(=O)c2ccc(Cl)cc2)cc1	0	2	-11	-3	-19	-5
31	Cc1ccc(C2(C)NC(=O)N(CC(=O)Nc3cccnc3Cl)C2=O)cc1 (stereo unspecified)	-6	-5	-34	12	10	20
32	Cc1noc(C)c1-c1nc(CS(=O)(=O)c2ccc(Cl)cc2)no1	3	-2	5	-12	11	6
33	C[C@H](CO)N1C[C@H](C)[C@@H](CN(C)S(=O)(=O)c2ccccc2)Oc2c(NC(=O)Cc3ccccc3)cccc2C1=O	-14	-7	8	-12	-4	12
34	Cc1sc2nc(CN3CCCC3)nc(N3CCN(S(=O)(=O)c4cccc(F)c4)CC3)c2c1C	-18	5	-28	-22	31	14
35	O=C(COC(=O)[C@@H]1CCCN1S(=O)(=O)c1ccc(Cl)cc1)NC12CC3CC(CC(C3)C1)C2	-6	6	8	5	20	1
36	CC(C)(C)c1ccc(C(=O)CC(Sc2ccc(Cl)cc2)C(=O)O)cc1 (stereo unspecified)	-16	-8	-10	9	28	88*

entry	TROY signal inh	TWEAK Fn14 block	NR2E3 ag-1	NR2E3 ag-2	HIF-2a block
25	-11	-15	-2	10	-49
26	4	-5	-1	0	8
27	3	17	-4	-5	9
28	-10	0	1	47	-4
29	-7	-19	-1	-4	15
30	-44	-4	2	-4	-46
31	3	-3	0	15	5
32	-6	5	1	15	7
33	5	14	.	3	-5
34	-11	-17	-1	-12	-10
35	17	-1	-1	-38	14
36	19	26	-3	23	26

The list continues:
entry	SMILES	KKLEB tox	C8 TRAIL sens	Shn3 inh set2	TRPM1 prom inh	Peg3 prom inh	CF NFkB inh
37	COc1ccc(C2CC(C(F)(F)F)n3nc(C(N)=O)c(Cl)c3N2)cc1OC (stereo unspecified)	8	-21	34	5	12	-15
38	C[N+]1=C2CCCCCN2C(O)(c2ccccc2)C1 (stereo unspecified)	5	2	3	4	10	-12
39	CCOC(=O)CN(Cc1ccc(OC)c(OC)c1)S(=O)(=O)c1ccc(OC)cc1	1	6	34	-7	12	4
40	Cc1ccc(NC(=O)c2cnn(-c3ccccc3)c2C)c(C)c1	4	9	-84	-59	-283	-6
41	CCOC(=O)c1cc(NC(=O)Cc2ccc(S(=O)(=O)N3CCOCC3)s2)cc(C(=O)OCC)c1	0	14	23	1	46	-11
42	C=CCOCCn1[nH]c2ccccc2c1=O	-6	-14	-4	-9	15	-5
43	COc1ccc(CCNC(=O)CSc2nnc(-c3ccc(F)cc3)o2)cc1OC	-1	-8	18	14	1	-26
44	CC1(C)Cc2ccccc2-c2nnc(SCC(=O)Nc3nc4ccccc4s3)n21	3	3	33	-3	-8	-10
45	Cc1cccc(C)c1-n1nnnc1C1(C)CCC(=O)N1c1ccc(N2CCOCC2)cc1 (stereo unspecified)	.	-3	.	.	.	.
46	Oc1c(Br)cc(Br)cc1C=Nc1ccc2c(c1)OCCO2	18	-12	31	33	24	36
47	CC1(C(=O)NCc2cccs2)Cc2c(-c3cccc(C(F)(F)F)c3)ccnc2O1 (stereo unspecified)	-10	8	39	.	35	24
48	Cc1c(C(=O)O)sc(S(=O)(=O)N2CCN(C(=O)Cc3ccccc3)CC2)c1C(=O)O	6	3	-4	-5	-9	0
49	COc1cccc(/C=C(\C#N)c2nc3ccc(C)cc3[nH]2)c1OCC(=O)O	6	7	-13	1	10	-6
50	COc1ccc(C)cc1S(=O)(=O)N1c2ccccc2CC1C (stereo unspecified)	-12	-5	7	6	24	13

entry	TROY signal inh	TWEAK Fn14 block	NR2E3 ag-1	NR2E3 ag-2	HIF-2a block
37	8	-10	2	5	17
38	-5	4	-2	-2	16
39	-12	-13	1	-6	-14
40	-17	-30	-1	-103	-284
41	-26	19	-3	-16	10
42	-14	-5	-1	-36	-5
43	3	20	-2	-18	12
44	11	29	-2	-15	-17
45	-4	3	.	-13	1
46	67*	65*	-1	23	9
47	21	22	.	-4	17
48	-7	3	.	-16	-8
49	-25	1	0	-34	-7
50	5	-7	1	-17	5

In the list so far, six contain an NH in an aromatic ring:
entry	SMILES	KKLEB tox	C8 TRAIL sens	Shn3 inh set2	TRPM1 prom inh	Peg3 prom inh	CF NFkB inh
2	Cc1cc(C(O)c2ncc(-c3ccc(Cl)cc3)[nH]2)ccc1F (stereo unspecified)	-3	-10	1	.	6	1
3	COc1ccc(OC)c(S(=O)(=O)N/N=C(/C)c2c[nH]c3ccccc23)c1	-2	8	5	0	22	-10
11	Cc1cc(CN(C)C(=O)CC2C(=O)NCCN2Cc2c(F)cccc2Cl)n[nH]1 (stereo unspecified)	5	-9	-6	2	10	6
16	Cc1nc2c(C(=O)Nc3ccc(N4CCCC(O)C4)cc3)snc2c(=O)[nH]1 (stereo unspecified)	-8	20	.	-7	-39	-33
42	C=CCOCCn1[nH]c2ccccc2c1=O	-6	-14	-4	-9	15	-5
49	COc1cccc(/C=C(\C#N)c2nc3ccc(C)cc3[nH]2)c1OCC(=O)O	6	7	-13	1	10	-6

entry	TROY signal inh	TWEAK Fn14 block	NR2E3 ag-1	NR2E3 ag-2	HIF-2a block
2	-6	-8	.	-16	-16
3	-10	-6	.	-3	16
11	2	1	-1	-33	1
16	-7	-64	0	-6	-18
42	-14	-5	-1	-36	-5
49	-25	1	0	-34	-7

Some of the compounds tested, so the mix of outcomes need not match the whole.
